SUMO1-SIM PPI: modulators of SUMO1 protein-protein interactions, primary screen, biochemical, uHTS | Small ubiquitin-related modifier 1 (Homo sapiens), P63165 | SUMO1 binding to a labelled peptide, TR-FRET, 1 h | inhibition, % at 20 µM | 0.33% of 360,000 active; in the data active = inhibition above about 37%
DNMT1 block: human DNMT1 methyltransferase inhibitors, primary screen, biochemical, molecular beacon, fluorescence, HinP1I cleavage, uHTS; inhibition (reported as % activation of signal), % at 10 µM; 0.83% of 360,000 active; AID 588458, 2011; in the data active = inhibition above about 50%
Target sequence (P26358 504-1616 limits assumed): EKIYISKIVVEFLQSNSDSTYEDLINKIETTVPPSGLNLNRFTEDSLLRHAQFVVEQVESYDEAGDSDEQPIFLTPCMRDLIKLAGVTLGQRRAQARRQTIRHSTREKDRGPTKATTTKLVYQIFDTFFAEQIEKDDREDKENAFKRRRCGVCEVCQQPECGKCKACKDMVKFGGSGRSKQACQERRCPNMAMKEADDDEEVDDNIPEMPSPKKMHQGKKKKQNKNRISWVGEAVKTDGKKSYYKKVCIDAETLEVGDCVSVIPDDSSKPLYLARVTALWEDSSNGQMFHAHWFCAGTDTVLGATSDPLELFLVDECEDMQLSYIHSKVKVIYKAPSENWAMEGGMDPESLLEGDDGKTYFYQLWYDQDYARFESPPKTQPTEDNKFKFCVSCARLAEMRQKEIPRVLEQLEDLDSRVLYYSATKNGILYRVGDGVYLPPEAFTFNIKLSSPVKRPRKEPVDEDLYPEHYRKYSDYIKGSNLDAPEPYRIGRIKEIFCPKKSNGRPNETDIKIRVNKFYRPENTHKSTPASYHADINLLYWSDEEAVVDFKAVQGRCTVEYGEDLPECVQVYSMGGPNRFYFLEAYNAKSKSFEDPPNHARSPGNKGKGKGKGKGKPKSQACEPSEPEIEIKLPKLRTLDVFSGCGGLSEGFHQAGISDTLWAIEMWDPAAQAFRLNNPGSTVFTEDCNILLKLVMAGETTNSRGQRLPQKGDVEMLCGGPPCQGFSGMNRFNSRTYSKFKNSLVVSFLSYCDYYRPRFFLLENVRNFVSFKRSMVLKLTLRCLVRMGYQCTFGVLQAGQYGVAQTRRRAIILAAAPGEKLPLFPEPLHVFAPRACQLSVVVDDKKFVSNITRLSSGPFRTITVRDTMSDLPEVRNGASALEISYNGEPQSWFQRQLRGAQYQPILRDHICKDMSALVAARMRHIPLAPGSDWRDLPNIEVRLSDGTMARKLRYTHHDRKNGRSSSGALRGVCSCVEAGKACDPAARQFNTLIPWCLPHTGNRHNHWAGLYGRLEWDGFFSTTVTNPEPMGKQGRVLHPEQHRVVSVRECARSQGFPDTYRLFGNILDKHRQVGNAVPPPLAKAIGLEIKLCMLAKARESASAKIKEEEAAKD
CendR NRP1 mod: modulators of CendR peptide binding to NRP-1, primary screen, biochemical, fluorescence polarization, uHTS; inhibition, % at 25 µM; Neuropilin-1 (Homo sapiens), O14786; FAM-RPARPAR peptide binding to NRP-1; AID 602438, 2012; 0.85% of 360,000 active;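 active = inhibition or corrected inhibition above about 18%, plus a signal ratio from 0.5 to 1.5, limit read from the data, passing the limit was not always enough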; note: strong numbers were not always called active
Scp-1 inhibitor: Scp-1 phosphatase inhibitors, primary screen, biochemical, colorimetric, uHTS. inhibition, % at 20 µM. Carboxy-terminal domain RNA polymerase II polypeptide A small phosphatase 1 (Homo …. Recombinant Scp1, phosphopeptide, malachite green phosphate absorbance. 0.88% of 340,000 active;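 active = inhibition above about 50% at 20 µM, limit read from the data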;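 note: plate controls were DMSO wells with enzyme for no effect and wells lacking enzyme for full effect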
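System: truncated SCP-1 phosphatase (76-261aa); medium: Tris acetate buffer pH 5.5 with MgCl2 and Tween-20; incubation: 45 min room-temperature reaction, 5 min colour, 30 min stabiliser; compound: single 20 µM dose, 1% DMSO; reagent: Phosphorylated 17-residue peptide substrate; read-out: % inhibition at 20 µM; technique: colorimetric free-phosphate detection, absorbance 630 nm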
NadD inh: inhibitors of S. aureus NadD, primary screen, biochemical, colorimetric, uHTS; Nicotinate-nucleotide adenylyltransferase NadD (Staphylococcus aureus N315); purified NadD enzyme, colorimetric absorbance read-out; inhibition, % at 20 µM; 0.78% of 360,000 active; AID 602399, 2012; in the data active = inhibition above about 26%; note: some compounds past the cut are filed as inactive
Rpn11 inh: Rpn11 (PSMD14) deubiquitinase inhibitors, primary screen, biochemical, fluorescence polarization, uHTS; 26S proteasome non-ATPase regulatory subunit 14 (Homo sapiens), O00487; human 26S proteasome, Ub4-pepOG fluorescence polarization; 20S core pre-blocked with epoxomicin; calls only at 20 µM; 0.59% of 360,000 active; AID 588493, 2011;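 active = inhibition at 20 µM, scaled to each plate's controls, above about 33%, limit read from the data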
STEP inh: STEP phosphatase inhibitors, primary screen, biochemical, fluorescence intensity, uHTS; recombinant STEP, OMFP fluorogenic substrate; inhibition, % at 20 µM; 0.25% of 360,000 active;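 active = inhibition at 20 µM, scaled per plate between control wells, above about 37%, limit read from the data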;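 note: 0% = DMSO with enzyme and substrate and 100% = substrate only without enzyme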
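System: STEP (striatal-enriched tyrosine phosphatase) enzyme, cell-free; medium: Bis-Tris pH 6.0 buffer with DTT, detergent; dosing: 20 µM, 1% DMSO; times: reaction 20 min, ambient temperature; detection: fluorescence, 480/540 nm; read-out basis: normalized % inhibition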
MT1-MMP act inh: blockers of MT1-MMP proenzyme processing, primary screen, HT1080 RFP-PRO-GFP cells, GFP/RFP fluorescence; AID 651647, 2012; GFP/RFP ratio fluorescence, overnight; percent of plate control window, DMSO zero; 0.061% of 360,000 active; GFP/RFP ratio change, % at 20 µM; Matrix metalloproteinase-14 (Homo sapiens), P50281;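 active = GFP/RFP ratio change of at least 30% with cell ATP level not reduced by more than half and red fluorescence within 50% of control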; note: strong numbers were not always called active
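Assay system: HT1080 RFP-PRO-GFP cells. Benchmarks: DMSO vehicle wells and RFP-L50D-GFP reporter cell wells. Times: overnight cell settling, then overnight compound exposure, 37 °C, 5% CO2. Compound: 20 µM single dose, 1% DMSO. Read-out basis: GFP/RFP fluorescence ratio.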
SKN-1 block: suppressors of acrylamide-induced Pgst-4::GFP reporter in worms, primary screen, SKN-1 inhibitor project, whole organism, uHTS, GFP/RFP fluorescence ratio, strain VP596; 0.49% of 360,000 active; C. elegans VP596 Pgst-4::GFP/RFP ratio, 24 h; inhibition, % at 21.8 µM;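 active = interference check ratio from 0.5 to 1.5 plus GFP to RFP signal ratio inhibition reaching or exceeding a fixed threshold, cut at about 30% in these data, passing the limit was not always enough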; note: some compounds called inactive have numbers as strong as hits
LMPTP block: LMPTP phosphatase inhibitors, primary screen, biochemical, fluorescence intensity, uHTS; Low molecular weight phosphotyrosine protein phosphatase (Homo sapiens), P24666; recombinant LMPTP-A, OMFP fluorogenic substrate; 0.22% of 360,000 active; AID 651560, 2012; inhibition, % at 20 µM;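 active = compounds that cut the enzyme signal by at least half of the control window in the single-dose screen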;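 note: plate controls were DMSO wells with enzyme plus substrate for no effect and substrate without enzyme for full effect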
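Test system: LMPTP-A phosphatase enzyme; input: 0.625 nM LMPTP-A final; reagent: OMFP substrate, 400 µM final; compound dosing: 20 µM single dose, 3% DMSO; incubation: 50 min dark incubation at room temperature; measured by: endpoint fluorescence intensity from OMFP dephosphorylation; measure: % inhibition relative to no-enzyme and uninhibited control wells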
Numbers without * were called inactive; i = inactive; . = no result given. An unsorted share of the library; 3.9% or so of the library scored in one or more.

SMILES	SUMO1-SIM PPI	DNMT1 block	CendR NRP1 mod	Scp-1 inhibitor	NadD inh	Rpn11 inh	STEP inh	MT1-MMP act inh	SKN-1 block	LMPTP block
CCOC(=O)C1=CC[C@@H](c2ccccc2)N(S(=O)(=O)c2ccc(C)cc2)[C@H]1C=C(C)C	4.4	-0.3	7.9	.	-2.9	i	3.1	-7.9	25.3	1.9
Cc1noc2ncnc(N3CCCC3)c12	-0.9	-0.5	-2.5	-7.7	3.0	i	-3.2	-1.2	-1.8	-0.2
CCOc1ccc(-c2n[nH]c(C)c2-c2ccccc2OC)c(O)c1	1.7	-6.0	13.1	-10.4	-5.2	i	-1.9	3.6	14.7	1.9
Cc1ccc(C)c(S(=O)(=O)N2CCN(C(=O)c3cc(S(=O)(=O)NCc4ccccc4)ccc3C)CC2)c1	5.4	-0.8	-9.7	-4.6	-2.4	i	0.2	-2.7	0.7	1.5
CCOc1ccccc1Nc1nc(N)nc(Cl)c1CC	0.3	4.3	1.6	-16.0	1.7	i	3.0	4.1	21.5	-0.4
O=C(Nc1ccc2c(c1)OCO2)c1ccccn1	-1.5	-17.1	-2.1	15.1	17.4	i	-2.1	-4.1	3.4	6.3
O=C1N=C(N2CCOCC2)S/C1=C\c1ccc(-c2ccccc2Cl)o1	1.1	41.0	10.5	9.0	-3.4	i	2.5	-5.2	10.8	1.5
O=[N+]([O-])c1cccc2nc3ccccc3c(NCCCn3ccnc3[N+](=O)[O-])c12	-6.4	26.1	-89.6	7.1	-4.4	i	-1.9	-1.2	13.1	-0.7
Cc1cc(C(=O)COC(=O)c2ccc3c(c2)OCO3)c(C)n1CC1CCCO1 (stereo not drawn)	1.9	1.5	-0.8	-5.2	-0.1	i	7.5	-2.7	8.3	-1.4
C[C@H]1COc2cc(N3CC[C@H](O)C3)ccc2S(=O)(=O)N1	0.2	.	-7.0	.	-4.3	.	.	3.6	8.7	-0.1
COc1ccc(CN2CCN(C(=O)c3cc(C4CC4)nn3-c3ccccc3)CC2)cc1F	0.0	0.5	6.4	5.4	-0.5	i	-0.2	4.9	-9.0	0.4
COc1cccc(N2[C@@H](CC(C)=O)c3ccc(/C=C/C(C)=O)cc3S2(=O)=O)c1	3.0	1.7	22.4*	-8.2	-0.9	i	-2.0	12.5	12.1	1.1
COC(=O)c1c(C)[nH]c(C(=O)OCC(=O)N2c3ccccc3NC(=O)C2(C)C)c1C	1.4	-5.4	-0.3	-7.3	-2.2	i	-1.9	-0.2	-4.2	-1.3
COc1ccc(NC(=O)C2=C(C)NC(=O)NC2c2cccc(OC)c2OC)c(OC)c1 (stereo not drawn)	5.4	-0.9	-10.6	-3.7	5.6	i	-2.8	7.4	0.2	-0.4
O=C(N=C1SC2CS(=O)(=O)CC2N1c1cccc(Cl)c1Cl)C1CCCO1 (stereo not drawn)	1.6	1.4	10.6	-3.4	0.0	i	0.4	0.1	0.4	0.2
COc1cc(S(=O)(=O)N2CC(=O)Nc3ccccc32)ccc1NC(C)=O	-4.0	-5.1	5.9	-7.2	-2.6	i	-0.2	-2.8	-13.9	-1.8
CC1CCC(=O)N(CCSc2ccccc2)CC1 (stereo not drawn)	3.1	-1.6	19.9	-5.9	-2.9	i	-1.9	-0.2	6.1	-0.4
CC(=O)c1ccc(COC(=O)c2cc3ccccc3oc2=O)cc1	-28.1	6.9	-19.2	-8.3	-2.1	i	-1.7	-0.9	-1.1	0.6
Cc1ccc(-c2nnc3sc(C4COc5ccccc5O4)nn23)cc1 (stereo not drawn)	-6.5	11.0	3.0	2.9	2.9	i	3.4	0.4	5.2	2.8
Fc1ccc2nc(Nc3nc4cc5c(cc4s3)OCCO5)sc2c1	-2.6	-18.3	-5.1	4.4	28.9	i	-2.1	-4.0	5.0	1.9
CN(C)S(=O)(=O)c1cccc(C(=O)Nc2cc(Cl)cc(Cl)c2)c1	2.3	-8.7	1.3	-4.7	-8.7	i	-4.9	-2.0	25.6	4.6
NNC(=O)c1ccc(N2CCCCCC2)c([N+](=O)[O-])c1	-29.3	0.6	31.2*	-5.2	0.9	i	0.7	6.1	7.0	1.4
Cc1ccc(Nc2nc(NCc3ccco3)c3ccccc3n2)cc1	-1.6	-4.5	-4.4	4.0	13.7	i	16.8	-3.1	2.6	5.4
CCOC(=O)C1CCN(C(=O)CN2C(=O)COc3ccc(C(C)(C)C)cc32)CC1	0.1	0.0	-0.8	-8.8	-2.3	i	-2.8	-1.4	1.3	-0.3
COc1ccc(NC(=O)CN(C)C(=O)Cc2ccc(S(=O)(=O)N3CCOCC3)s2)cc1	-0.2	-10.3	-7.9	15.6	-2.5	i	0.5	5.3	4.0	0.7

Following part.
SMILES	SUMO1-SIM PPI	DNMT1 block	CendR NRP1 mod	Scp-1 inhibitor	NadD inh	Rpn11 inh	STEP inh	MT1-MMP act inh	SKN-1 block	LMPTP block
CCOc1ccc(CC(=O)N/N=C(\C)c2cccnc2)cc1OCC	-3.0	0.6	-6.6	4.7	-6.7	i	-2.0	6.0	-4.3	-0.3
Cc1cc(C)c2nc(C(F)(F)F)nc(NCCCN3CCCC3=O)c2c1	2.2	-0.6	-8.5	-0.7	5.3	i	0.0	3.4	-2.0	3.0
O=C(N/N=C/c1ccc(N2CCOCC2)o1)c1cccc(C(F)(F)F)c1	-7.9	-2.4	-19.1	-8.0	0.1	i	-4.5	2.5	-9.4	-1.0
COc1cccc(-c2nnc(SC(C(=O)c3c[nH]c4ccccc34)c3ccccc3)n2C)c1 (stereo not drawn)	-0.3	-12.9	1.6	4.6	23.5	i	-3.3	-0.5	4.4	4.4
CC(=O)c1ccc(N2CCN(C(=O)COc3ccccc3F)CC2)c(F)c1	-2.7	-1.7	-14.4	-6.7	-8.0	i	-2.4	6.1	0.6	0.2
COc1ccccc1N1CCN(C(=O)C2CCN(C(=O)c3ccccc3C)CC2)CC1	-4.5	0.1	18.9	-7.3	-2.5	i	-5.7	5.7	9.9	0.5
CCOC(=O)NC(=O)C(/C=N/c1sccc1C(=O)OC)=C(\C)O	-10.1	-0.4	-7.1	7.3	-1.0	i	-0.3	-3.8	9.2	1.5
CCCCn1cnc2cc(NCc3ccncc3)ccc21	-1.0	-7.5	9.7	-3.8	-4.5	i	-2.6	8.6	-5.3	-0.1
O=C(CSc1ccc(Cl)cc1)NNC(=O)c1ccncc1	-2.1	-0.4	0.4	-4.9	-2.2	i	-0.1	0.0	2.5	-1.8
CC(=O)Nc1ccccc1OC(C)C(=O)NC(C)c1ccc(F)cc1 (stereo not drawn)	-0.6	2.2	4.2	-2.1	-2.6	i	8.3	-4.8	4.6	-0.2
Cc1cc(NS(=O)(=O)c2ccc(NC(=O)CSc3nnc(-c4ccco4)n3Cc3ccco3)cc2)nc(C)n1	18.6	3.3	-11.8	-9.1	5.4	i	2.2	-0.5	2.7	-1.3
O=[N+]([O-])c1cccc(S(=O)(=O)c2cccc([N+](=O)[O-])c2)c1	-17.9	0.8	12.0	-2.9	4.3	i	0.1	2.6	3.4	0.2
Cc1ccc(-n2c(-c3ccncc3)nnc2-c2cccs2)cc1	0.1	0.6	5.0	-1.8	-0.8	i	-2.6	0.8	-5.2	0.0
C=C(C)CSc1nc(C)c(Cc2ccccc2)c(=O)[nH]1	2.6	2.5	16.0	-7.8	1.2	i	-1.8	-4.8	6.5	-1.0
O=C(NCCCSc1ccccc1)c1cc(Cl)ccc1O	13.1	2.7	22.7	-7.6	-3.9	i	0.6	1.6	-21.3	2.1
Cc1ccc(C)n1NC(=O)c1ccccc1O	20.7	-24.2	-3.8	-10.8	4.5	i	2.4	-28.9	4.6	-1.0
COc1ccc(CN2CCN(C(=O)c3ccco3)CC2)cc1OC	-4.7	4.6	-2.8	-5.3	5.9	i	1.0	7.2	-10.6	0.0
CNc1nc(-c2ccc3c(c2)CCN3C(=O)c2ccc(F)cc2)cs1	-8.9	0.5	-4.0	-2.8	8.3	i	3.1	1.8	-0.6	3.2
O=C(CC1C(=O)NCCN1C1CCCC1)NCc1cccc(OC(F)(F)F)c1 (stereo not drawn)	9.0	2.7	1.3	-4.2	-4.5	i	4.3	2.7	5.1	0.0
CCOC(=O)Cc1nnc(NC(=O)CSc2nncn2C)s1	6.3	1.5	-0.5	13.0	2.3	i	-0.6	2.5	-1.2	-0.1
CCS(=O)(=O)NCCCc1ccccc1	4.8	2.5	-1.5	-5.0	-3.8	i	-1.2	-0.3	-3.4	-0.7
CN1C(=O)N(CC(=O)N2CCN(S(=O)(=O)/C=C/c3ccccc3)CC2)C(=O)C12CCCCC2	-3.7	-3.2	7.8	-7.6	1.5	i	-0.3	1.0	5.1	-0.8
Cc1ccc(S(=O)(=O)Nn2c(O)c(C=C3N=c4ccccc4=N3)sc2=S)cc1	-4.1	0.2	-17.4	-0.8	6.8	i	-1.9	8.4	3.9	0.4
Cc1cc(C)c(S(=O)(=O)N2CCCC(C(=O)NCCC3=CCCCC3)C2)c(C)c1 (stereo not drawn)	4.1	-7.0	4.2	-4.3	-1.4	i	0.1	-43.8	5.7	2.2

Structural class, those above containing a nitro group on carbon.
SMILES	SUMO1-SIM PPI	DNMT1 block	CendR NRP1 mod	Scp-1 inhibitor	NadD inh	Rpn11 inh	STEP inh	MT1-MMP act inh	SKN-1 block	LMPTP block
O=[N+]([O-])c1cccc2nc3ccccc3c(NCCCn3ccnc3[N+](=O)[O-])c12	-6.4	26.1	-89.6	7.1	-4.4	i	-1.9	-1.2	13.1	-0.7
NNC(=O)c1ccc(N2CCCCCC2)c([N+](=O)[O-])c1	-29.3	0.6	31.2*	-5.2	0.9	i	0.7	6.1	7.0	1.4
O=[N+]([O-])c1cccc(S(=O)(=O)c2cccc([N+](=O)[O-])c2)c1	-17.9	0.8	12.0	-2.9	4.3	i	0.1	2.6	3.4	0.2
